# Source: PubChem
# Cl transport mod: KCC2 cotransporter modulators, thallium flux, primary screen, cell-based, HEK293 KCC2, FluoZin-2 fluorescence, MLSMR; Solute carrier family 12 member 5 (Homo sapiens), Q9H2X9; KCC2 cells, thallium flux FluoZin-2 fluorescence; B-score of Tl+ flux slope (higher = more flux/activation; lower = inhibition) at 10 µM; 190,000 tested, 2.2% active;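 active = thallium flux slope and its plate-corrected score both differing from the plate sample mean at a set confidence after two filtering rounds, in either direction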;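 also: slope of fluorescence scaled to starting intensity during 10 to 20 s after thallium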
# Rad51 HR inh: human RAD51 strand exchange inhibitors, primary screen, biochemical, fluorescence; DNA repair protein RAD51 homolog 1 (Homo sapiens), Q06609; hRad51 DNA strand exchange, fluorescence dequenching; inhibition, % at 10 µM; 200,000 tested, 0.085% active; AID 1385, 2008;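 active = inhibition above 40% at the single screening dose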;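 also: 0% = DMSO control wells and 100% = blanks with heterologous ssDNA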
# Target sequence (Q06609 whole entry, looked up): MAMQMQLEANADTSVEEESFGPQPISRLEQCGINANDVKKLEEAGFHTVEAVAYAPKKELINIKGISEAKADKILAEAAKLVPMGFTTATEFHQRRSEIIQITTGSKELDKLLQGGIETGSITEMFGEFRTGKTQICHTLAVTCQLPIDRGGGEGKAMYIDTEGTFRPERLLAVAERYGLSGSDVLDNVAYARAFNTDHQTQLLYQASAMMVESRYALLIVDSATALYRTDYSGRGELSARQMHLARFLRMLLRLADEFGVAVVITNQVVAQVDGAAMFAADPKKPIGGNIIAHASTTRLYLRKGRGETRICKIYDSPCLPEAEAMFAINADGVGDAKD
#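 System: hRad51 filaments on single-stranded DNA; reagent: Fluorescein- and BHQ1-tagged 47-mer duplex; compound dosing: one concentration, 10 µM final; timing: filaments 15 min 37 °C, then compound 30 min; measured by: fluorescein emission 520 nm, excitation 485 nm; benchmarks: per-plate controls and blanks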
# EBV gp42 block: Epstein-Barr virus gp42 inhibitors, primary screen, biochemical, uHTS, fluorescence polarization | Glycoprotein 42 (Epstein-Barr virus (strain AG876)), Q1HVG2 | Fluorescence polarization binding assay, mP read-out | inhibition, % (tested at 21.74 µM) | 220,000 tested, 0.42% active | AID 1085, 2008; in the data active = inhibition above about 50%
# Target sequence (Q1HVG2 whole entry, looked up): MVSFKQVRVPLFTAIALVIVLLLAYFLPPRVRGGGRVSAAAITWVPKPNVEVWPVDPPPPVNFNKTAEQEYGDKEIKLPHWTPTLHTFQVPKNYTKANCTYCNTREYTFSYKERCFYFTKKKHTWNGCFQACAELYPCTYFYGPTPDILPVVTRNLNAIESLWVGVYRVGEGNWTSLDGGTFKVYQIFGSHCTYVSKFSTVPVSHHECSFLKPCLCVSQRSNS
# PERK inhibitor: block of dimerizer-induced PERK translation repression, primary screen, PERK inhibitor project, CHO PERK-DD cells, SEAP luminescence, HTS | CHO PERK-DD fusion, SEAP luminescence translation reporter | inhibition, % at 5.6 µM | 220,000 tested, 0.17% active;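 active = inhibition above the mean inhibition of all tested compounds plus 3 SD, set separately per screening campaign, cut at about 2.9% in these data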;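 also: PERK kinase domain activated by AP20187 dimerizer at 100 nM; 0% = DMSO with dimerizer and 100% = rapamycin at 8.4 µM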
# Calpain2 inh: inhibitors of pig calpain II, primary screen, biochemical, fluorogenic peptide substrate, 1536-well | purified calpain II, 30 min | inhibition, % at 16 µM | 220,000 tested, 0.37% active | AID 1236, 2008;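 active = inhibition above about 50%, limit read from the data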
# L929 necroptosis: inhibitors of zVAD-triggered necroptosis, primary screen, L929 cells; 220,000 tested, 0.38% active; L929 zVAD necroptosis rescue, ATP luminescence, 24 h; with zVAD 60 µM; viability rescue, % at 10 µM;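 active = activation, scaled between plate controls, above about 75%, limit read from the data; inactive = activation under that limit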;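 also: 0% = zVAD with DMSO and 100% = DMSO alone without zVAD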
# eIF4E-4G inh: eIF4E–eIF4G protein interaction inhibitors, primary screen, biochemical, uHTS, TR-FRET, eIF4GI fragment; Eukaryotic translation initiation factor 4E (Mus musculus) + Eukaryotic translation …; TR-FRET eIF4E-eIF4GI(517-606) binding, 2 h; inhibition, % at 21.7 µM; 220,000 tested, 0.37% active;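 active = inhibition above about 30%, limit read from the data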;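 also: 0% = full FRET control wells and 100% = background wells lacking eIF4GI fragment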
# TNF necrop inh: inhibitors of TNF-alpha triggered necroptosis, primary screen, cell-based, Jurkat FADD-/-, single concentration. 220,000 tested, 0.068% active. Jurkat FADD-/- TNF necroptosis rescue, ATP luminescence, 24 h; 0 = TNF only, 100 = no-TNF cells. activation (protection from cell death), % at 10 µM. AID 463075, 2010;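 active = activation, meaning protection from cell death, of at least 50% relative to plate controls; inactive = activation below 50%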;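 also: necroptosis triggered by 40 ng/mL TNF-alpha added together with compound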
# Mdm2 ligase inh: MDM2-luciferase reporter signal enhancers, primary screen, MDM2 E3 ligase inhibitor project, cell-based, luminescence, 1536-well; signal enhancement, % at 5 µM; E3 ubiquitin-protein ligase Mdm2 (Homo sapiens), Q00987; cell-based MDM2 ubiquitination luciferase reporter, 2 h; 0 = plate control, 100 = twice control, blank-subtracted; 210,000 tested, 0.11% active;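 active = signal enhancement of 30% or more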;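 also: luminescence tracks abundance of the self-degrading MDM2-luciferase fusion protein; higher signal means inhibition of MDM2 E3 ligase activity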
# Target sequence (Q00987 whole entry, looked up, the tested form may be a part): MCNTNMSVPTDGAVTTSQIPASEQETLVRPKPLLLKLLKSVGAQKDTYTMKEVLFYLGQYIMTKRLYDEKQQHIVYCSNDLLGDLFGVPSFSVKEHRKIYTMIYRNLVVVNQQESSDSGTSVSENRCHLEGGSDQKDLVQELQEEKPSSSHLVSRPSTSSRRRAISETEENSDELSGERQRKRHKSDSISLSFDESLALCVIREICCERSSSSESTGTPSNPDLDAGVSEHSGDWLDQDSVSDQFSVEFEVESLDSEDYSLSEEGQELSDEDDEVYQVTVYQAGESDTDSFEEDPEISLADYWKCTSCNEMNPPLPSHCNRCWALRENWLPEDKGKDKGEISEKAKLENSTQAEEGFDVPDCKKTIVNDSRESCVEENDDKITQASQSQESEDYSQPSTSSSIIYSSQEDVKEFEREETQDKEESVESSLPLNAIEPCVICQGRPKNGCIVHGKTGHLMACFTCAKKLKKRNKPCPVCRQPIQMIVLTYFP
#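 Assay system: stable mammalian line carrying autodegrading MDM2–luciferase fusion reporter; Input: 2000 cells in each well; Compound dosing: single-point 5 µM; Schedule: 2 h compound exposure at 37 °C; Signal: SteadyLite luciferase luminescence after 15 min room-temperature reagent incubation; Evaluation: % luminescence enhancement versus blank-corrected plate control mean; Benchmarks: plate controls and plate blanks.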
# Active calls of the source: *; nt = no result given; [ ] = another dose, or the depositor's remark.
SMILES,Cl transport mod,Rad51 HR inh,EBV gp42 block,PERK inhibitor,Calpain2 inh,L929 necroptosis,eIF4E-4G inh,TNF necrop inh,Mdm2 ligase inh
COc1ccc(-c2[nH]ncc2CN2CCN(Cc3cccs3)CC2)c(F)c1,-0.4,-5,-10,-0.1,-36,0.5,-1,1.8,-3
CC(=O)COC(=O)C1CCN(S(=O)(=O)c2cc([N+](=O)[O-])ccc2Cl)CC1,0.27,-10,-8,0.9,-11,-0.1,2,-4.0,-8
N#Cc1c(N)nc2c(c1N)CC(=O)N2c1ccc(Cl)cc1,-0.3,-6,-4,-0.5,-21,-0.7,-3,-3.0,-7
Cc1cc(NC(=O)CCCn2nc([N+](=O)[O-])c(Br)c2C)no1,0.72,16,-8,1.0,-22,5.4,1,2.0,-10
c1ccc(-c2csc(N3CCCCCC3)n2)cc1,nt,-1,-21,1.3,-2,-0.1,2[fluorescence artefact?],-0.4,-8
COCCNC(=O)c1cn(C(C)c2ccccc2F)nn1 (stereo unspecified),1.1,0,-9,1.9,-6,-0.2,4,2.8,nt
COCCN(C(=O)C(F)(F)F)C(C(=O)NC1CCCCC1)c1ccco1 (stereo unspecified),0.32,-5,-14,-0.2,-11,0.5,-1,0.0,-11
Cc1cccc(N(CC(=O)Nc2ccc(CC#N)cc2)S(C)(=O)=O)c1,0.035,nt,-8,-0.1,-4,0.4,-11,0.0,-13
Cc1cc2cc(CNC(=O)Nc3ccccc3)ccc2n1C,0.71,5,-7,0.6,-24,0.8,0,-1.8,nt
CC(=O)N1CCN(C(=O)COc2ccc(N(C)S(=O)(=O)c3cccs3)cc2)CC1,0.1,nt,-8,0.2,17,-0.6,0,-1.0,nt
Oc1ccc(C(c2nnnn2C2CCCC2)N2CCc3ccccc3C2)cc1 (stereo unspecified),-1,-8,-12,1.8,-19,-0.1,3,1.1,-27
CC(C)CCNC(=O)NC(=O)COC(=O)CCN=C1NS(=O)(=O)c2ccccc21,0.5,8,-8,1.1,-1,0.8,-1,0.2,5
C=CCNC(=S)Nc1ccc(Cl)cc1F,-0.31,15,-3,0.6,13,-1.2,0,-1.0,2
Cc1cc(-c2onc(C)c2C(=O)Nc2ccc(C(F)(F)F)cc2)no1,-0.0027,0,-18,2.0,17,1.5,-3,6.2,7
COc1ccc(OCC(=O)NC(=S)NNC(=O)COc2ccc(Br)cc2Cl)cc1,13*,-10,-19,0.2,13,0.1,-1,0.3,6
Cc1ccccc1CSc1nnc(-c2ccncc2)o1,0.29,13,1,2.1,-16,1.2,-9,0.8,-14
CCOC(=O)N1CCN(C(=O)C2CC(c3cc(OC)ccc3OC)=NO2)CC1 (stereo unspecified),0.32,3,-8,-0.6,-32,0.3,0,-1.7,10
COc1ccc(C)cc1S(=O)(=O)N(C)CC(=O)N1CCC(C)CC1,0.058,-1,3,0.0,12,0.0,-4[fluorescence artefact?],0.4,3
Cc1ccc(N2C(=O)CC(NNc3nc4ccccc4s3)C2=O)cc1 (stereo unspecified),0.21,16,3,1.0,25,1.1,11[fluorescence artefact?],-0.8,4
Cc1cccc(N=Nc2c(C)nn(-c3ccccc3)c2N)c1C,0.6,30,-5,-1.7,14,0.9,3,0.8,1

# Three entries from above, arranged by their value in Mdm2 ligase inh, smallest number first.
SMILES | Mdm2 ligase inh
Cc1cc(NC(=O)CCCn2nc([N+](=O)[O-])c(Br)c2C)no1 | -10
CC(=O)COC(=O)C1CCN(S(=O)(=O)c2cc([N+](=O)[O-])ccc2Cl)CC1 | -8
CCOC(=O)N1CCN(C(=O)C2CC(c3cc(OC)ccc3OC)=NO2)CC1 (stereo unspecified) | 10

# The list continues.
SMILES,Cl transport mod,Rad51 HR inh,EBV gp42 block,PERK inhibitor,Calpain2 inh,L929 necroptosis,eIF4E-4G inh,TNF necrop inh,Mdm2 ligase inh
O=C1[C@@H]2[C@@H]3C[C@@H]([C@H]4ON=C(c5ccc(Cl)cc5)[C@@H]34)[C@@H]2C(=O)N1c1ccc2c(c1)OCO2,0.029,3,6,0.3,-46,0.1,1,2.9,-7
Cc1nc2c(C(=O)N3CCCCC3)cnn2c(C)c1Cc1ccccc1F,-0.54,7,-8,-1.1,-187,0.6,-7,-1.3,-4
O=C1N(c2ccccc2)C[C@@H]2C[C@@H](c3cc4ccccc4o3)N3CCC[C@@]123,-2,-106,10,1.1,-29,11,2,3.3,-5
O=C(NNC(=O)[C@@H]1CCCC[C@@H]1C(=O)O)Nc1ccccc1,0.87,-2,-1,-0.2,17,1.5,2,2.6,-8
CCC(=O)Nc1nnc(-c2ccco2)o1,1.7,-4,-26,2.1,-8,-0.1,5,-0.6,-27
Cn1c(CN2CCC(C(N)=O)CC2)c(C#N)c2ccccc21,-0.24,-1,-22,0.1,20,0.1,2,-1.2,nt
c1ccc(-c2nnc(N3CCOCC3)nc2-c2ccccc2)cc1,nt,-8,-7,-1.3,17,-0.5,-2,-3.5,-4
O=C(CCCCCCCC(=O)NNC(=O)Nc1ccccc1)NNC(=O)Nc1ccccc1,0.51,-3,-16,1.2,-26,-0.1,0,2.0,-12
CC1(C)CC(OC(=O)c2ccccc2)CC(C)(C)N1,nt,1,-21,0.1,2,-0.6,-2,1.2,-22
O=C(NNc1cccc(Cl)n1)c1ccc(Cl)cc1Cl,-0.37,3,-12,-0.4,19,-0.4,8,-3.3,0
O=C(NCc1ccc(F)cc1)C1CCN(C(=O)NCc2ccccc2)CC1,0.78,0,12,-0.1,-56,0.3,-18,0.6,-24
CCCCOCCCNC(=O)c1ccc(NC(C)=O)cc1,nt,-9,-15,0.3,-5,-0.2,0,1.4,-12
CNC(C)c1ccc(S(N)(=O)=O)cc1 (stereo unspecified),-0.026,5,-2,1.0,-22,0.1,2,-0.2,-3
O=C(Nc1nncs1)c1ccccc1Br,nt,7,3,1.1,5,0.5,1,-1.6,-10
Clc1ccc(CN2CCN(c3ccccc3)CC2)cn1,nt,nt,-8,1.3,-14,-0.2,4,1.1,-21
[O-][n+]1onc2c1CCc1nnccc1-2,0.29,-9,-7,1.1,-2,-0.3,-1,-3.8,-5
COC(=O)CNC(=O)c1ccc2c(c1)S(=O)(=O)c1ccccc1C2=O,0.039,9,-14,1.0,23,6.3,4,-1.6,6
O=C(COC(=O)C1CC2C=CC1C2)NCCc1ccccc1 (stereo unspecified),0.15,6,-14,0.6,-2,0.5,3,0.6,-14
C#CC[N+](C)(C)CC#Cc1ccc(C)cc1,-0.006,3,-16,0.7,-8,0.5,2,0.7,-18
CC1(C)NC(=O)N(CC(=O)OCC(=O)Nc2sccc2C#N)C1=O,0.2,-4,26,-0.3,-16,1.6,2,0.2,-11
CC(=O)Nc1ccc(C(=O)N2CC(=O)NC(=O)C2)cc1,1.4,-3,-8,1.7,7,0.7,0,-0.1,-3
Cc1ccc(S(=O)(=O)N2CCN(c3cc4c(cc3[N+](=O)[O-])n(C)c(=O)n4C)CC2)cc1,nt,8,10,0.3,-55,-0.8,3,-9.7,-12
Cc1ccc(S(=O)c2ccc(NC(=O)C3CC3)cc2C#N)cc1 (stereo unspecified),nt,-4,7,-0.3,28,-0.6,1,-3.0,-18
COc1cc(OC)nc(NC(=O)CS(=O)(=O)c2ccccc2)n1,1,-2,-9,1.4,26,0.2,0,-0.5,nt
O=C(O)C1CCN(C(=O)NC2CCCCC2)CC1,0.89,1,-8,2.9*,-5,0.0,-8,-1.9,-9
C/C(=N\NC(=S)Nc1ccccc1C)C1Cc2ccccc2C(=O)O1 (stereo unspecified),2.6,19,-6,1.8,-12,-0.8,-1,-1.6,-12
CNc1nc2c(c(=O)n(C)c(=O)n2C)n1Cc1ccccc1,-0.97,-1,0,0.5,-11,-0.2,8[fluorescence artefact?],-9.8,-12
CN(c1cccc(NC(=O)CSc2ccc(Cl)cc2)c1)S(C)(=O)=O,nt,0,1,-0.4,8,75*,1,-7.3,-10
COc1ccc(NC(=O)c2c([N+](=O)[O-])c(C(C)(C)C)nn2C)cc1,-1,3,-4,0.6,-18,1.3,1,1.7,-3
Cc1ccc(S(=O)(=O)N/N=C/C(C)(C)CO)cc1,nt,-1,-6,1.3,7,-0.1,-6,-1.1,3
Cc1cc(/C=C(\C#N)c2nnc(N3CCOCC3)n2-c2ccccc2)c(C)n1-c1ccccc1,-1.7,nt,-4,-1.1,20,-0.4,-1[fluorescence artefact?],4.1,nt
Cc1ccc(S(=O)(=O)N(Cc2cc3cccc(C)c3[nH]c2=O)c2ccccc2)cc1,0.9,nt,8,-0.2,10,0.0,5[fluorescence artefact?],-3.4,nt
Cc1cs/c(=N\N=C\c2ccc(O)cc2)n1Cc1ccco1,-4.7*,nt,8,-0.9,-20,-0.1,-5[fluorescence artefact?],-0.7,-5
Nc1ncc2c(n1)-c1ccccc1CC2,-1.1,4,-1,0.7,-378,7.0,4,-0.7,-8
Cc1nc2nc(-c3ccccc3)cc(=O)n2[nH]1,-0.85,3,-9,3.0*,-47,-0.4,2,-2.1,-20
Cc1nn(C)cc1CNC(=O)C1C2CCC(O2)C1C(=O)O (stereo unspecified),1.4,9,7,-0.5,-10,-0.1,1,-0.7,-3
O=S1(=O)CCC(NC(=S)Nc2ccc(Cl)cc2)C1 (stereo unspecified),0.32,-1,-10,1.3,0,-0.1,0[fluorescence artefact?],0.2,-10
CCCCc1nnc(NC(=O)C2CC(=O)N(c3ccc4c(c3)OCCO4)C2)s1 (stereo unspecified),0.94,4,-4,0.7,-10,2.2,4,0.9,-11
CCOc1cc(C2C(C(=O)O)c3cc(OCC)c(OCC)cc3C(=O)N2C)ccc1O (stereo unspecified),0.25,7,7,0.9,15,1.0,4[fluorescence artefact?],1.9,-6
O=C(CSc1n[nH]c(-c2ccccc2)n1)NC(=O)NCc1ccco1,-1.1,-2,-1,0.4,-68,0.2,0,-1.5,5
CC(C)(O)C#Cc1ccc(CN2CCN(Cc3ccccc3)C(CCO)C2)cc1 (stereo unspecified),nt,nt,-13,0.4,2,-0.1,-1,0.8,-9
COc1ccc2[nH]c(=O)c(CN(C(=O)c3cccnc3)c3ccc(C)c(C)c3)cc2c1,0.89,nt,-16,-0.9,-23,0.4,-1,-5.4,7
COCCNS(=O)(=O)c1cc(Br)ccc1OC,-0.7,-4,2,0.8,8,-0.3,11,0.8,-19
